# Bioassay records deposited in PubChem by several laboratories.
# STK33 kinase inh: inhibitors of human STK33 kinase; Q9BYT3; purified STK33, MBP phosphorylation, ADP-Glo luminescence; inhibition, % at 10 µM; hit rate 0.073% among 320,000;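 active = inhibition at or above 25%, using the most active replicate where run in duplicate; inactive = inhibition below 25%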
# Target sequence (Q9BYT3 whole entry, looked up): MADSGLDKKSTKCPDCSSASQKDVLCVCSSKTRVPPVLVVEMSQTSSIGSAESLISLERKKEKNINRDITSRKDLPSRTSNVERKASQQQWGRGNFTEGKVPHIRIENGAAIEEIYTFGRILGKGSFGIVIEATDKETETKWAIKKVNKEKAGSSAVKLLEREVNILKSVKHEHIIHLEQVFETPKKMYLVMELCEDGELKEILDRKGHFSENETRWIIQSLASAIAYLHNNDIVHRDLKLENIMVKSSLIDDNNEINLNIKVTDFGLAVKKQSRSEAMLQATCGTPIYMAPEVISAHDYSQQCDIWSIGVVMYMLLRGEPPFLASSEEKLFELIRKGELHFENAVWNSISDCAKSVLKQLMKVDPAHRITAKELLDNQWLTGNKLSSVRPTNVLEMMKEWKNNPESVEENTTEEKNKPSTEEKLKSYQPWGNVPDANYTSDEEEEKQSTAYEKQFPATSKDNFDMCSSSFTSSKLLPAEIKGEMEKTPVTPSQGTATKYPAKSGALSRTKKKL
# KCNQ2 inh: KCNQ2 potassium channel inhibitors, primary screen, cell-based, CHO-K1, FluxOR thallium flux, B-score (AID 2156); O88943; 20 min; stronger effect = lower value; B-score at 10 µM; hit rate 1.1% among 310,000;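 active = fluorescence ratio B-score at most minus 3 library SDs, with starting brightness B-score within 2 library SDs, cut at about -5.5 in these data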
# Kir21 inh: blocks the mouse Kir2.1 inward-rectifier potassium channel | B-score at 10 µM | hit rate 0.85% among 310,000 | HEK293-Kir2.1, FluxOR thallium flux fluorescence; stronger effect = lower value | P35561;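 active = fluorescence ratio B-score at or below minus 3 SD of library scores, with starting-brightness B-score within 2 SD, cut at about -4.2 in these data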;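 note: channel flux triggered by added potassium and thallium sulfate stimulus; B-score of peak minus minimum fluorescence over baseline after thallium stimulus; more negative B-score means stronger Kir2.1 block with less thallium influx; some compounds called inactive have numbers as strong as hits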
# Target sequence (P35561 whole entry, looked up): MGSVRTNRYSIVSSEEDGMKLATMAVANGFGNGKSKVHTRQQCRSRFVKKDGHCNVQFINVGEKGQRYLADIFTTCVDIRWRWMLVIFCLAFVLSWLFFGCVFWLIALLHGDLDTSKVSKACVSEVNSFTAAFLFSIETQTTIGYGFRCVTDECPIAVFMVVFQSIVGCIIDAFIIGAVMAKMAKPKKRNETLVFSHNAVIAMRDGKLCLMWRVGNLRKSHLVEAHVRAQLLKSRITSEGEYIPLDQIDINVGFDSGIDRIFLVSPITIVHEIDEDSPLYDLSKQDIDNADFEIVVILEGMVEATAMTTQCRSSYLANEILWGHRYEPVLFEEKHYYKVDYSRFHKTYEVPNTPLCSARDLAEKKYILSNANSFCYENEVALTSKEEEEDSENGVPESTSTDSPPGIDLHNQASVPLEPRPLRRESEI
# An asterisk follows results filed as active; i = inactive; nt = not tested or not shown.
STK33 kinase inh	KCNQ2 inh	Kir21 inh	Molecule
-1.1	i	-0.78	O=C(O)CCC(=O)NNc1nc2ccccc2nc1-c1ccccc1
-0.7	i	0.05	COc1ccc(C(CC(=O)O)N2Cc3ccccc3C2=O)cc1OC (stereo not given)
-0.9	i	-0.42	O=C(CSc1nnc(-c2cccnc2)o1)Nc1cccc(F)c1
-0.4	i	0.01	COc1ccc(COC(=O)N/N=C(\C)CC(=O)Nc2ccc(Cl)cn2)cc1
-0.8	i	-0.01	COc1ccc(CN2CCN(C(=O)c3cccc(OC)c3OC)CC2)cc1OC
0.6	i	1.69	Cc1ccc(SCC(=O)Nc2cccc(-c3nnc(-c4ccco4)o3)c2)cc1
0.2	i	-1.91	O=C(NCC(c1ccco1)N1CCc2ccccc21)c1ccc([N+](=O)[O-])cc1 (stereo not given)
0.1	i	1.67	CC(C)C(OC(=O)c1ccco1)C(=O)NCc1ccc2c(c1)OCO2 (stereo not given)
-1.1	i	-0.94	CCOC(=O)N1CCN(C(=O)CN(c2cc(Cl)ccc2OC)S(=O)(=O)c2ccccc2)CC1
-0.4	i	-0.85	CC1CN(C(=O)c2ccc(COc3ccc(C(C)C)cc3)o2)CC(C)O1 (stereo not given)
-1.0	i	0.19	CCC(=O)N1CCc2cc(S(=O)(=O)CCC(=O)N3CCN(c4ccccc4)CC3)ccc21
0.2	i	-1.27	COc1ccccc1NS(=O)(=O)c1ccc(C(=O)OCC(=O)NCc2ccco2)cc1
0.1	i	0.03	O=C(Cn1ncc2c1-c1ccccc1OC2)Nc1ccc(Cl)cn1
-0.8	i	-1.03	Brc1cc2c(cc1/C=N/Nc1nc(N3CCCC3)nc(N3CCOCC3)n1)OCO2
-0.1	i	0.98	Cc1cccc(Nc2c([N+](=O)[O-])c(=O)oc3ccccc23)c1
-1.4	i	0	CC(C)NC(=O)Cn1cc(C(=O)COc2ccccc2)c2ccccc21
-3.1	i	-0.52	O=S(=O)(NC1CCCC1)c1ccc(S(=O)(=O)N(Cc2cccs2)CC2CCCO2)cc1 (stereo not given)
9.8	i	-0.47	Clc1ccc2nc(COc3ccccc3)[nH]c2c1
0.6	i	1.7	Cc1sc(NC(=O)CCCC(=O)O)c(C(N)=O)c1-c1ccccc1
-0.7	i	-1.03	NC(=O)c1c(Nc2nc3c(F)cccc3s2)sc2c1CCCC2
-1.7	i	-0.81	Cc1ccc(CNS(=O)(=O)c2ccccc2[N+](=O)[O-])cc1
-2.2	i	2.65	CC(OC(=O)/C(C#N)=C/c1ccc(N(C)C)cc1)C(=O)N(C)Cc1ccccc1 (stereo not given)
-3.6	i	-0.53	Cc1nnc(SCC(=O)NNC(=O)c2ccco2)s1
0.4	i	-1.32	C=CCn1c(NC(C)c2cc(Cl)ccc2O)nc2ccccc21 (stereo not given)
-0.7	i	0.02	N#C/C(=C\Nc1ccccc1SC(F)(F)F)c1nc(-c2ccc(Cl)cc2)cs1
-0.2	i	-1.21	CC1CC(C)CN(C(=O)c2cccc(S(=O)(=O)Nc3cc(C(F)(F)F)ccc3Cl)c2)C1 (stereo not given)
-0.5	i	0.36	Cc1cc2ccccc2c(=O)n1CC(=O)N1CCN(c2cccc(Cl)c2)CC1
-0.7	i	-0.49	Cc1ccc(S(=O)(=O)N(CC(=O)N2CCCCCC2)c2ccccc2)cc1
-1.7	i	-4.14	CC(C)(Oc1ccc(Cl)cc1)C(=O)NCCN1C(=O)S/C(=C/c2cccnc2)C1=O
-1.1	i	-1.89	Cc1cc(C(=O)Nc2sc(C)c(C)c2C#N)no1

# Just Kir21 inh and STK33 kinase inh, for 6 of the compounds above:
SMILES	Kir21 inh	STK33 kinase inh
COc1ccc(COC(=O)N/N=C(\C)CC(=O)Nc2ccc(Cl)cn2)cc1	0.01	-0.4
COc1ccc(CN2CCN(C(=O)c3cccc(OC)c3OC)CC2)cc1OC	-0.01	-0.8
Cc1ccc(SCC(=O)Nc2cccc(-c3nnc(-c4ccco4)o3)c2)cc1	1.69	0.6
O=C(NCC(c1ccco1)N1CCc2ccccc21)c1ccc([N+](=O)[O-])cc1 (stereo not given)	-1.91	0.2
CC(C)C(OC(=O)c1ccco1)C(=O)NCc1ccc2c(c1)OCO2 (stereo not given)	1.67	0.1
CCOC(=O)N1CCN(C(=O)CN(c2cc(Cl)ccc2OC)S(=O)(=O)c2ccccc2)CC1	-0.94	-1.1

# The list goes on:
STK33 kinase inh	KCNQ2 inh	Kir21 inh	Molecule
nt	i	-0.99	CCN(CC)CCn1c2c(c(SCC(=O)Nc3cccc(C(C)=O)c3)nc1=O)CCCC2
-2.8	i	0.2	COc1cccc(C(=O)N(CN2CCCC2=O)c2cccc(Cl)c2)c1OC
-1.4	i	-0.11	Cc1ccc(C2(C)NC(=O)N(CC(=O)N(C)CC(=O)Nc3cccc4ccccc34)C2=O)cc1 (stereo not given)
1.4	i	1.56	CCc1cccc(OCCN2CCCC2)c1
-0.8	i	1.88	O=C(NC(Cc1c[nH]c2ccccc12)C(=O)NCCCN1CCOCC1)c1cccs1 (stereo not given)
-0.7	i	0.11	CCN1C(=O)C(CC(=O)Nc2ccc(OC)cc2)N(CCc2ccccc2)C1=S (stereo not given)
0.7	i	0.52	NC(=O)c1ncc(C(F)(F)F)cc1Cl
-1.6	i	0.44	O=P(O)(COc1ccccc1)COc1ccccc1
-0.6	i	0.14	COCCCNC(=O)/C(C#N)=C/c1c(N2CCN(c3cccc(Cl)c3)CC2)nc2c(C)cccn2c1=O
-1.9	i	-1.03	COc1ccccc1N(CC(O)COc1ccccc1C)S(=O)(=O)c1ccccc1 (stereo not given)
-0.7	i	1.02	COc1ccc(-n2c(C)cc(C(=O)CN3C(=O)NC4(CCCc5sccc54)C3=O)c2C)cc1 (stereo not given)
0.5	i	-9.49*	Cc1ccc(C(C[N+](=O)[O-])c2c(-c3ccccc3O)[nH][nH]c2=O)cc1 (stereo not given)
-0.5	i	-0.08	CCN(CC)C(=O)CCCOc1ccc(Cl)cc1Cl
-0.6	i	1.16	CCOC(=O)c1sc(=S)n(-c2ccc(Cl)cc2)c1C
0.6	i	-1.38	CN(C)C(CNC(=O)c1cccc(S(=O)(=O)N2CC3(C)CC2CC(C)(C)C3)c1)c1ccco1 (stereo not given)
-1.7	i	-1.22	Nn1c(SCC(=O)N2CCCc3ccccc32)nnc1-c1ccccc1
3.6	i	0.1	N/C(=N\OC(=O)c1ccc2c(c1)OCO2)c1cccc([N+](=O)[O-])c1
-0.9	i	-0.87	O=C(O)c1ccc(CSc2nnc(COc3ccc(Cl)cc3Cl)o2)cc1
-2.1	i	1.14	C=CCN(C(=O)c1csnn1)C(C(=O)NC1CCCCC1)c1ccc(Cl)cc1 (stereo not given)
6.8	i	-0.92	O=c1oc2ccccc2cc1-c1csc(Nc2ccc(O)cc2)n1
-1.3	i	-0.53	CCc1ccc(S(=O)(=O)Nc2ccc(O)c3c(=O)cc(-c4ccccc4Cl)oc23)cc1
-2.1	i	1.59	CC(C)NC(=O)Cn1cnc2c(cnn2-c2ccc(F)cc2)c1=O
-1.0	i	-1.08	Nc1c(S(=O)(=O)c2cc(Cl)ccc2Cl)c2nc3ccccc3nc2n1CCN1CCOCC1
nt	i	0.7	O=C(c1ccc2c(c1)OCO2)n1nnc2ccccc21
-1.3	i	0.8	COc1cccc(-n2nnc3c(=O)n(CC(=O)Nc4cc(C)on4)cnc32)c1
1.6	i	-0.02	COc1cccc(-n2nnc3c(=O)n(CC(=O)N4CCCc5ccccc54)cnc32)c1
-0.2	i	0.02	COCCN(CCOC)C(=O)c1cc2sc3ccccc3c2s1
-2.6	i	0.99	O=C1C(=O)N(CCCN2CCOCC2)C(c2ccc(F)cc2)/C1=C(/O)c1ccccc1 (stereo not given)
3.7	i	0.79	O=C(NC(=O)c1ccc(Cl)cc1)Nc1ccc(-c2cnco2)cc1
0.0	i	-2.55	CCOc1ccccc1NC(=S)NCc1ccccc1
-0.4	i	1.33	O=C(NCc1cccnc1)NC(=O)c1ccc(Cl)cc1
-0.9	i	0.51	CC1=C(c2ccccc2)[N+](=O)C2(CCCCC2)N1[O-]
-1.9	i	-2.36	NNC(=O)c1cncn1-c1ccc(F)cc1
0.0	i	0.87	O=C(COC(=O)c1cccc(S(=O)(=O)N2CCOCC2)c1)Nc1ncc(C(F)(F)F)cc1Cl
-0.8	i	1.1	O=C(NCCCN1CCCCCC1)c1ccc2c(c1)NC(=O)C(N1CCOCC1)S2 (stereo not given)
0.2	i	-1.16	C=CCOc1ccccc1CN1CCC(Oc2ccc(C(=O)N3CCCC3)cc2)CC1
-1.8	i	0.6	CC1=C(C#N)C(=O)NC(C)(C)C1
-0.7	i	0.91	CCOC(=O)C1=C(C)OC(N)=C(C#N)C1c1cccc(C)c1 (stereo not given)
-0.8	i	0.14	COc1ccc(C(=O)C2CCCN(Cc3ccc(Sc4nncn4C)o3)C2)cc1F (stereo not given)
-0.1	i	-0.03	CCOc1cc2c(cc1OCC)C(c1ccccc1OC)OC(=O)C2 (stereo not given)
0.6	i	0.01	S=c1[nH]c(-c2ccc(Cl)cc2)cs1
-0.4	i	2.47	CCCOc1ccc(OCCn2nc(C(=O)O)c3ccccc3c2=O)cc1
-0.4	i	2.33	CCn1c(-c2cc(C3CC3)nc3ccccc23)n[nH]c1=S
0.1	i	-0.73	Fc1ccc(NC(=S)N2N=CCC2c2ccccc2)cc1 (stereo not given)
0.8	i	1.19	Cc1ccc(/C=C/C(=O)Nc2ccc(N(C)C)cc2)o1
0.4	i	-0.11	COC(=O)CCCC(=O)N1CCOCCN(C(=O)CCCC(=O)OC)CCOCC1
0.7	i	0.2	COc1ccc(-c2nc(CS(=O)CC(=O)N3CCN(C)CC3)c(C)o2)cc1 (stereo not given)
-0.3	i	-0.18	CC(C)CN(CC(C)C)C(=S)Nc1ccc(Cl)cc1
-0.8	i	-0.29	CCN1CCN(c2ccc(S(=O)(=O)N3CCCCC3)cc2NC(=O)c2ccccc2)CC1
-1.3	i	0.41	Cc1ccc(S(=O)(=O)NC(CC(=O)O)c2cccs2)cc1 (stereo not given)
-1.4	i	-0.05	COc1ccccc1NC(=O)CC1C(=O)NCCN1C(=O)Nc1ccccc1 (stereo not given)
-1.8	i	1.02	COc1cc(OC)c(OC)cc1/C=C1/C(=O)N=C(N)N1C
1.2	i	-0.32	Cc1ccc(C)c(NC(=O)CSc2nnc(-c3ccncc3)n2N)c1
-1.2	i	0.88	CCc1cc(=O)oc2cc(C)cc(OCC(C)=O)c12
-3.0	i	0.94	COc1ccc(OCC(=O)Nc2ccc3oc(=O)ccc3c2)cc1
-1.2	i	0.06	Cn1c(=O)n(Cc2ccc(Br)cc2)c2ccccc21
-0.3	i	0.64	O=C(Nc1cccc(S(=O)(=O)NC2=NCCC2)c1)c1cc(-c2ccco2)nc2ccccc12
0.5	i	0.05	COc1cc(OC)c(C(=O)N/N=C/c2ccoc2)cc1OC
-1.6	i	0.87	O=C(Nc1cccc(C(F)(F)F)c1)NC1CCN(S(=O)(=O)c2ccc(F)cc2)CC1
-0.1	i	-0.94	COc1ccc(Cc2nnc(-c3ccc(F)cc3)o2)cc1OC

# Some values from above.
# STK33 kinase inh result of O=C(Nc1cccc(S(=O)(=O)NC2=NCCC2)c1)c1cc(-c2ccco2)nc2ccccc12 is entered as -0.3
# STK33 kinase inh result of COc1cc(OC)c(C(=O)N/N=C/c2ccoc2)cc1OC is entered as 0.5
# Kir21 inh result of CC1=C(c2ccccc2)[N+](=O)C2(CCCCC2)N1[O-] is entered as 0.51
# STK33 kinase inh result of COc1ccc(-c2nc(CS(=O)CC(=O)N3CCN(C)CC3)c(C)o2)cc1 (stereo not given) is entered as 0.7

# (cont.)
STK33 kinase inh	KCNQ2 inh	Kir21 inh	Molecule
-1.2	i	1.33	CCN1CCN(c2ccc(S(=O)(=O)N3CCCCC3)cc2NC(=O)CC(C)c2ccccc2)CC1 (stereo not given)
0.8	i	0.36	Cn1c(=O)c2c(SCC(=O)N3CCCc4ccccc43)nc(CC(C)(C)C)nc2n(C)c1=O
-1.5	i	0.34	CCCOC(=O)c1ccc(NC(=O)Cc2cccs2)cc1
-0.7	i	0.02	COc1ccc(NC(=O)COC(=O)CNS(=O)(=O)c2ccccc2)cc1OC
-1.0	i	0.04	CC1(C)Cc2nc3[nH]c(=S)n(-c4ccccc4)c(=O)c3cc2CO1
-0.8	i	-0.01	CCN(CC)S(=O)(=O)c1ccc(N2CCCC2)c(NS(=O)(=O)c2ccccc2)c1
-1.7	i	-0.11	COc1cccc(-c2nnc(SCC(=O)Nc3cc(C)on3)n2C)c1
-1.6	i	-0.44	CCOc1ccc(/C=C2\SC(=S)N(CC(=O)NCCCN3CCOCC3)C2=O)cc1
-0.1	i	-0.07	COCC(C)n1c(SCc2nc3ccccc3c(=O)[nH]2)nc2ccccc2c1=O (stereo not given)
-0.2	i	-0.91	CCOC(=O)C(=O)NCC(c1ccco1)S(=O)(=O)c1cccs1 (stereo not given)
-2.4	i	-0.29	CCCC[n+]1ccn(-c2nc3ccccc3nc2[N-]S(=O)(=O)c2ccc(Br)cc2)c1
-1.9	i	0.11	CCN(Cc1cc2ccccc2[nH]c1=O)C(=O)c1cccc([N+](=O)[O-])c1
-1.4	i	-0.33	CCN(CC(=O)Nc1c(F)cccc1F)C(=O)Cc1csc(-c2ccccc2)n1
nt	i	1.19	O=C(O)c1ccc(N2C(=O)c3[nH]nc(-c4ccccc4)c3C2c2ccccc2)cc1 (stereo not given)
0.5	i	-0.9	O=C(/C=C/c1cn(-c2ccccc2)nc1-c1cccnc1)NCCN1CCOCC1

# A second format for part of the listing above.
# Values in the order – STK33 kinase inh, KCNQ2 inh, Kir21 inh
> COc1cccc(C(=O)N(CN2CCCC2=O)c2cccc(Cl)c2)c1OC
    -2.8, i, 0.2
> Cc1ccc(C2(C)NC(=O)N(CC(=O)N(C)CC(=O)Nc3cccc4ccccc34)C2=O)cc1 (stereo not given)
    -1.4, i, -0.11
